OXTR ag = activates the human oxytocin receptor; P30559; AID 2435; CHO-OTR cells, Fluo-8 calcium fluorescence; normalized: DMSO 0%, oxytocin 100%; activation, % at 3 µM; 320,000 compounds, 0.32% hits;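 active = activation above the mean of all tested compounds plus 3 SD, cutoff set per screening run, cut at about 20% in these data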;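 note: peak over basal fluorescence ratio from a 100 s FLIPR kinetic read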
Target sequence (P30559 whole entry, looked up): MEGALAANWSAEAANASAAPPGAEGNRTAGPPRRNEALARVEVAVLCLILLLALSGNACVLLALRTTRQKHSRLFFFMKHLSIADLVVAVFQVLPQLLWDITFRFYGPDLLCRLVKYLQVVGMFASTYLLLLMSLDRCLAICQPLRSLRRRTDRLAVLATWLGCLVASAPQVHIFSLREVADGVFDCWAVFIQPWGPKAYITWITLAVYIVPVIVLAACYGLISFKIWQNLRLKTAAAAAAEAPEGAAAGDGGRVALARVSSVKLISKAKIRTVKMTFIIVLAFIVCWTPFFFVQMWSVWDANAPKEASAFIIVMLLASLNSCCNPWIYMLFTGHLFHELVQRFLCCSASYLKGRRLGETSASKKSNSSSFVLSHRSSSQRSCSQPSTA
MEKK2 WT-MEK5 = raises or lowers MEK5 binding to wildtype human MEKK2 PB1 domain; Q9Y2U5; bead flow cytometry, Alexa488-MEK5 binding to MEKK2 WT; actives lie on both sides; binding response (% of control), % at 10 µM; 290,000 compounds, 1.1% hits; AID 1531; in the data active = binding response below about 67% or above about 130%
MEKK3 PB1 HTS = raises or lowers MEK5 binding to the human MEKK3 PB1 domain; Q99759; bead-based flow cytometry, Alexa488-MEK5 binding to MEKK3; actives lie on both sides; 0 = blocked by unlabeled MEK5, 100 = vehicle; binding response (% of control), % at 10 µM; 290,000 compounds, 1.4% hits; AID 1529;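 active = binding response more than 3 SD above or below the average of its plate-row segment, actives on both sides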;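 note: Alexa488 bead fluorescence after subtracting the streptavidin-only scavenger bead signal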
NALP1 yeast inh = blocks the NALP1 inflammasome reconstituted in yeast; 280,000 compounds, 0.61% hits; S. cerevisiae NALP1/ASC/caspase-1 growth, X-gal OD620, 72 h; AID 2071; inhibition, % at 10 µM; in the data active = inhibition mostly above about 24%, no sharp cut-off; inactive = mostly below about 32%; note: some compounds called inactive have numbers as strong as hits
PfM18AAP inh = PfM18AAP enzyme inhibition | 290,000 compounds, 1.2% hits | recombinant PfM18AAP, H-Glu-NHMec fluorogenic cleavage | AID 1822 | inhibition, % at 7.35 µM;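 active = inhibition above the campaign mean inhibition over all tested compounds plus 3 SD, cut at about 28% in these data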;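 note: 0% = plate median of test compound wells and 100% = 2 mM ZnCl2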
FID counter = fluorescent intercalator displacement, NS3 helicase counter-screen; DNA fluorescent intercalator displacement, fluorescence; 290,000 compounds, 0.17% hits; AID 1845; inhibition, % at 7.9 µM; in the data active = inhibition above about 37%;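 note: 0% = vehicle and 100% = reference compound; higher means more ethidium bromide displaced from hairpin DNA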
PHOSPHO1 inh = PHOSPHO1 (human) inhibition. Q8TCT1. recombinant PHOSPHO1, absorbance phosphatase assay. inhibition, % at 13.3 µM. 290,000 compounds, 1.1% hits. AID 1565; in the data active = inhibition above about 60%
Target sequence (Q8TCT1 whole entry, looked up): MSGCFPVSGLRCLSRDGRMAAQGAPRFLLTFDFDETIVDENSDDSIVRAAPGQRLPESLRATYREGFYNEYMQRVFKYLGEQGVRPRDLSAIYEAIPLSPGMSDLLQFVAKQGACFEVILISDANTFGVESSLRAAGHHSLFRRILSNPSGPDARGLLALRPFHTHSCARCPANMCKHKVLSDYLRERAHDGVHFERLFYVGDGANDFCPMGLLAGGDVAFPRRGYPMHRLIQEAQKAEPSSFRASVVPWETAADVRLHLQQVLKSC
GPR7 antagonist = antagonists of human GPR7 (neuropeptides B/W receptor 1); P48145; GPR7-expressing cells, fluorescence antagonist assay; inhibition, % at 4.4 µM; 290,000 compounds, 1.1% hits; AID 1861; in the data active = inhibition above about 16%, passing the limit was not always enough;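 note: cells stimulated with the agonist NPW; 0% = agonist with vehicle and 100% = vehicle without agonist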
Target sequence (P48145 whole entry, looked up): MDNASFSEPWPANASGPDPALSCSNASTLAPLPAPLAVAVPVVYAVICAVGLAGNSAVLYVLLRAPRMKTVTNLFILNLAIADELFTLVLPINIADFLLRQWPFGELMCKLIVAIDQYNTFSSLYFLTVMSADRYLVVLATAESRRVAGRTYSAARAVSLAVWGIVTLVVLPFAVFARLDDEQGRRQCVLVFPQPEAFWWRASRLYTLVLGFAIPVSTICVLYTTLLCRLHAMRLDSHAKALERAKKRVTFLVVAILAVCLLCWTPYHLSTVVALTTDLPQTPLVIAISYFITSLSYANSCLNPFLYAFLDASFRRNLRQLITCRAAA
MEKK2mut PB1 HTS = signal of MEK5 binding to mutant human MEKK2 PB1 domain. AID 1530. percent response, % at 10 µM. 290,000 compounds, 0.35% hits. bead flow cytometry, Alexa488-MEK5 binding to MEKK2 mutant; in the data active = percent response above about 24%, passing the limit was not always enough; note: inactives centre near 1; some results filed as inactive read as strong as hits; reference of the scale not given here
The depositor's hits bear a star; · = no result given; [ ] = another dose, or the depositor's remark.

SMILES	OXTR ag	MEKK2 WT-MEK5	MEKK3 PB1 HTS	NALP1 yeast inh	PfM18AAP inh	FID counter	PHOSPHO1 inh	GPR7 antagonist	MEKK2mut PB1 HTS
COc1ccc(CNC(=O)CCCOc2cc(=O)n(C)c3ccccc23)cc1	-0.4	106	105	11	8	-26	11	-1	0
CC(=O)O[C@H]1C(=O)[C@@]2(C)C([C@H](OC(=O)c3ccccc3)[C@]3(O)C[C@H](OC(=O)[C@H](O)[C@@H](NC(=O)c4ccccc4)c4ccccc4)C(C)=C1C3(C)C)[C@]1(OC(C)=O)CO[C@@H]1C[C@H]2O (stereo not given in full)	5.3	97	106	4	3	-51	14	-1	0
COc1ccc(C(=O)COC(=O)c2ccc(NC(=O)c3ccccc3)cc2)cc1	0.7	94	94	-4	2	1	32	12	1
O=C(Nc1ccc(Br)cc1)C1C2C=CC3(O2)C1C(=O)N(CCN1CCCCC1)C3C(=O)NC1CCCCC1 (stereo not given)	-0.1	103	100	0	2	1	27	-1	0
CCC(=O)Nc1cccc(-c2nnc(SCC(=O)c3ccccc3)n2C)c1	0.8	89	82	-6	5	-16	57	2	-35
Cc1ccc(N(C)C(=O)N2CCN(S(=O)(=O)c3ccc4ccccc4c3)CC2)cc1	-1.8	93	103	1	7	-8	-6	9	0
COc1ccc(C)c2sc(NC(=O)CCS(=O)(=O)c3ccccc3)nc12	7.1	101	100	19	-12	-25	31	-9	2
O=C(O)CC1(CC(=O)Nc2ccc3c(c2)C(=O)OC3)CCCCC1	-0.3	84	81	-6	-1	3	32	-1	-11
O=C1CSC(c2ccncc2)N1Cc1ccccc1 (stereo not given)	0.6	80	81	-5	-14	-5	11	3	-7
O=C(O)CCCC(=O)Nc1cccc(-c2nc3ccccc3[nH]2)c1	1.6	92	99	18	-14	-1	-11	10	-1
CN(Cc1ccccc1)C(=O)c1ccc(NC(=O)c2ccccc2)cc1	-0.3	101	102	0	7	-45	28	-5	2
COc1cc(/C=N/NC(=O)c2cc[n+]([O-])cc2)cc(OC)c1OC	0.3	107	100	27	-7	-1	3	-15	10
Cc1oc(=O)c(NC(=O)c2ccccc2)cc1C(C)O (stereo not given)	-0.6	96	101	0	0	0	12	-19	-6
CC(=O)N1CCN(S(=O)(=O)c2ccc(Cl)cc2F)CC1	0.3	97	104	4	-3	-5	52	-15	-6
O=c1c2c(-c3ccccc3)csc2ncn1/N=C/c1c2ccccc2cc2ccccc12	0.4	105	110	11	3	0	7	0	3
Cc1ccc(C)c(C(=O)CSc2n[nH]c(-c3ccncc3)n2)c1	1.6	116	117	-24	1	-2	64*	-8	5
CC(=O)c1sc(NC(=O)c2ccc(COc3ccccc3Cl)o2)nc1C	1.6	98	100	-3	-2	-3	14	-5	3
Cc1ccccc1CC(=O)Nc1ccc2c(c1)CCC2	-2.6	103	102	13	-1	-10	·	-9	4
Cc1ccc(-c2nnc(SCC(=O)n3c4c(c5ccccc53)CCCC4)o2)cc1	0.8	·	·	18	6	-1	-9	-6	·
CC(=O)C1=C(O)C(=O)N(Cc2cccnc2)C1c1ccccc1Cl (stereo not given)	0.9	109	108	-2	-5	4	17	-7	14
CCOC(=O)N1CCN(S(=O)(=O)c2cccc3ccc(C)nc23)CC1	1.3	106	102	12	-3	-21	-1	-13	5
O=C(CC1C(=O)NCCN1C(=O)Nc1ccc(C(F)(F)F)cc1)Nc1ccc(F)cc1 (stereo not given)	2.0	105	101	·	8	6	12	19	-5
O=C(NCc1nnc(SCc2ccc(F)cc2)n1-c1ccccc1)C12CC3CC(CC(C3)C1)C2	-1.5	107	101	26	-1	-33	-6	9	12
CC(C)c1cc(-c2cc(-c3ccc(Cl)cc3)on2)nc(NCC2CC2)n1	1.7	110	111	10	·	·	22	·	7
COc1cccc(NCc2nnc(SCC(=O)N(C)C3CCS(=O)(=O)C3)n2C2CCCCC2)c1 (stereo not given)	0.2	104	103	0	-8	-35	23	-9	6
C/C(Cc1nnn(-c2cc(C)on2)n1)=N\O	-0.1	97	98	-8	0	1	20	-11	-11
CN1CCN(C(=O)c2cccn(Cc3cccc(Cl)c3)c2=O)CC1	0.9	110	114	7	8	-4	28	3	14
CC[C@H](C)[C@H](NC(N)=O)C(=O)OCC(=O)NCc1ccc(Cl)cc1	-1.5	105	113	7	0	-13	-7	-2	-2
Cc1ccc(S(=O)(=O)c2ccc(Oc3ccccc3)cc2)cc1	-1.1	92	98	9	4	-14	8	-3	-4
COc1cc(/C=C(/C#N)c2nc3ccccc3[nH]2)ccc1OCC(=O)Nc1ccccc1C(C)C	-0.1	97	103	7	2	0	-9	-18	5
CCOC(=O)c1c(C)[nH]c(C(=O)N2CCC(C(=O)OCC)CC2)c1C	-1.1	106	105	-34	3	-39	9	-16	3
O=c1ccc(N=Nc2ccccc2)ccc1O	-1.9	89	97	14	16	-11	-17	6	-2
O=C(Cc1ccc(Cl)cc1)NNC(=O)c1ccco1	0.6	105	102	19	-16	-2	23	-5	4
Cc1ccc(C)c(NC2=C(Cl)C(=O)OC2OC(C)C)c1 (stereo not given)	-0.6	92	99	7	-6	-10	8	-17	-14
Cc1ccc(CCC(=O)Nc2ccc(S(N)(=O)=O)cc2)o1	-0.1	92	97	5	-8	-5	-1	1	1
CC(O)/C=C/c1cccc[n+]1C (stereo not given)	-0.2	·	·	14	1	-1	84*	-7	·
O=C(Nc1c(Cl)cc(Cl)cc1C(=O)NCc1cccnc1)c1ccc(Cl)cc1Cl	-0.7	107	104	-31	-6	-3	11	-2	9
O=C(Nc1cccc(-n2cnnn2)c1)c1ccoc1COc1ccc(Cl)cc1	3.0	110	106	4	-2	-4	-2	-7	-1
Cc1ccc(C)c(-n2c(Cc3cc(=O)[nH]c(=O)[nH]3)nnc2SCC(=O)NCC2CCCO2)c1 (stereo not given)	0.1	100	101	19	13	-10	25	0	-1
O=c1[nH]c(N/N=C/c2ccc(O)cc2)nc2ccccc12	-0.6	101	109	21	8	-5	8	-5	-1
CN(Cc1ccccc1)C(=O)c1ccc(NC(=O)C2=CSCCO2)cc1	5.9	100	99	2	5	-44	42	1	-1
Cc1nnc(NC(=O)CSc2nccn2Cc2ccc(F)cc2)s1	1.4	105	103	5	-7	-21	13	13	0
CCCCNc1cc(C)nc(NCc2ccccc2)n1	30*	133	106	8	-5	19	21	43*	10
CC1CCN(CCCCOc2ccc(Br)cc2)CC1	-0.6	97	98	12	0	6	-2	-5	-2
CSc1ncccc1C(=O)NNc1cc(Cl)ccc1Cl	-1.2	105	103	2	33*	-4	·	-5	8
COc1ccccc1-n1c(C)cc(/C=C2/C(=N)N3C(=NC2=O)SN=C3S(C)(=O)=O)c1C	-0.8	101	116	-1	1	-27	-36	0	-2
COc1cc(NC(C)C(=O)N2CC(C)OC(C)C2)cc(OC)c1 (stereo not given)	0.6	105	102	-11	10	0	1	-2	3
COc1ccc(/C=C(\C#N)C(=O)NCCCn2ccnc2)cc1	-0.6	105	103	13	3	-3	1	-5	-1
CC1(C)CC(=O)c2cnc(NCC3CCCO3)nc2C1 (stereo not given)	0.0	100	101	10	-3	-6	23	1	3
COC(=O)c1ccccc1NC(=O)c1cnn2c(C)cc(C)nc12	-2.9	95	96	10	-13	-14	39	-5	-4
Cc1cccc(NC(=S)N(CCN(C)C)C(C)c2ccco2)c1 (stereo not given)	-0.1	104	100	11	-6	0	-4	-6	0
COc1ccccc1OCCNC(=O)CC(NC(C)=O)c1ccccc1 (stereo not given)	-0.4	101	102	-4	2	-5	25	-15	11
CCCOc1ccccc1-n1sc2c(c1=S)-c1cc(OC)cc3c1N(C(=O)C3=O)C2(C)C	-1.2	81	90	13	-3	-13	19	-16	-6
CC(C)OC(=O)CSc1nnc(C2CCCCC2)n1N	-0.2	100	97	37	-6	-3	12	15	-10
CCn1c(C(=O)O)c(S(=O)(=O)c2ccc(Cl)cc2)c2ccccc21	·	104	105	-3	1	-29	56	-25	6
CC(C)(C)c1ccc(C(CC(=O)O)NS(=O)(=O)Cc2ccccc2)cc1 (stereo not given)	0.7	103	105	11	-4	-32	34	2	0
Cc1cc2cc(NC(=O)c3ccco3)ccc2[nH]1	-0.1	103	100	·	27	-9	8	9	-1
O=C(c1ccco1)N1CCN(S(=O)(=O)c2ccc(Br)s2)CC1	0.6	93	104	7	6	-6	-17	47*	5
O=C(Nc1nc2ccccc2s1)C1CCN(S(=O)(=O)c2cc([N+](=O)[O-])ccc2Cl)CC1	4.6	96	92	·	28*	2	39	32*	-11
O=S(=O)(c1ccc2c(c1)OCCO2)N1CCN(c2cccc(Cl)c2)CC1	-0.7	87	81*[inhibitor]	-5	7	-6	-1	2	-17

Only MEKK2mut PB1 HTS (4 entries from above):
SMILES | MEKK2mut PB1 HTS
Cc1cccc(NC(=S)N(CCN(C)C)C(C)c2ccco2)c1 (stereo not given) | 0
O=S(=O)(c1ccc2c(c1)OCCO2)N1CCN(c2cccc(Cl)c2)CC1 | -17
COc1ccc(/C=C(\C#N)C(=O)NCCCn2ccnc2)cc1 | -1
CC1(C)CC(=O)c2cnc(NCC3CCCO3)nc2C1 (stereo not given) | 3

(next part)
SMILES	OXTR ag	MEKK2 WT-MEK5	MEKK3 PB1 HTS	NALP1 yeast inh	PfM18AAP inh	FID counter	PHOSPHO1 inh	GPR7 antagonist	MEKK2mut PB1 HTS
O=C(O)/C=C/C(=O)N(CC1CCCO1)C1CC(=O)N(c2c(Cl)cccc2Cl)C1=O (stereo not given)	0.8	99	100	-37	-14	-9	4	-2	-2
CC(/C=C/c1ccco1)=N\NC(=O)c1cccc(Cl)c1	-0.5	98	86	13	-3	-1	4	2	0
COCCNC(=O)CN(C(=O)Cn1nnc2ccccc21)c1cc(C)cc(C)c1	1.2	95	104	-4	-8	-9	20	5	3
Cc1cc(OCC(=O)N(Cc2cccs2)C2CCS(=O)(=O)C2)ccc1Cl (stereo not given)	1.2	100	100	11	6	-34	39	5	2
C/C(Cl)=C/Cn1c(=O)c2c(nc(Br)n2Cc2ccccc2)n(C)c1=O	-2.0	92	86	-3	-2	-7	3	2	-9
S=c1nc(-c2ccc(Cl)cc2)[nH][nH]1	-2.1	103	106	·	5	1	28	1	1
O=C(Oc1ccc(C(=S)N2CCOCC2)cc1)c1cccc(Cl)c1	-1.0	108	110	10	-6	-25	29	14	3

Arranged by formula weight (lowest first): some entries from above
SMILES	OXTR ag	MEKK2 WT-MEK5	MEKK3 PB1 HTS	NALP1 yeast inh	PfM18AAP inh	FID counter	PHOSPHO1 inh	GPR7 antagonist	MEKK2mut PB1 HTS
O=C(Oc1ccc(C(=S)N2CCOCC2)cc1)c1cccc(Cl)c1	-1.0	108	110	10	-6	-25	29	14	3
C/C(Cl)=C/Cn1c(=O)c2c(nc(Br)n2Cc2ccccc2)n(C)c1=O	-2.0	92	86	-3	-2	-7	3	2	-9
O=C(O)/C=C/C(=O)N(CC1CCCO1)C1CC(=O)N(c2c(Cl)cccc2Cl)C1=O (stereo not given)	0.8	99	100	-37	-14	-9	4	-2	-2

Five records drawn at random from the list so far, as already listed:
SMILES	OXTR ag	MEKK2 WT-MEK5	MEKK3 PB1 HTS	NALP1 yeast inh	PfM18AAP inh	FID counter	PHOSPHO1 inh	GPR7 antagonist	MEKK2mut PB1 HTS
Cc1cc(OCC(=O)N(Cc2cccs2)C2CCS(=O)(=O)C2)ccc1Cl (stereo not given)	1.2	100	100	11	6	-34	39	5	2
COCCNC(=O)CN(C(=O)Cn1nnc2ccccc21)c1cc(C)cc(C)c1	1.2	95	104	-4	-8	-9	20	5	3
CC(/C=C/c1ccco1)=N\NC(=O)c1cccc(Cl)c1	-0.5	98	86	13	-3	-1	4	2	0
S=c1nc(-c2ccc(Cl)cc2)[nH][nH]1	-2.1	103	106	·	5	1	28	1	1
O=C(Oc1ccc(C(=S)N2CCOCC2)cc1)c1cccc(Cl)c1	-1.0	108	110	10	-6	-25	29	14	3

High-throughput results from PubChem BioAssay.
